# Kir21 block = Kir2.1 (mouse) channel inhibition | B-score at 10 µM | AID 1672 | HEK293-Kir2.1, FluxOR thallium flux fluorescence; active compounds read low | actives 0.85% (n = 310,000);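 active means fluorescence ratio B-score at or below minus 3 SD of library scores, with starting-brightness B-score within 2 SD, cut at about -4.2 in these data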;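 further: channel flux triggered by added potassium and thallium sulfate stimulus; B-score of peak minus minimum fluorescence over baseline after thallium stimulus; more negative B-score means stronger Kir2.1 block with less thallium influx; some compounds called inactive have numbers as strong as hits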
# KCNQ2 inh = KCNQ2 channel blockers in CHO-K1 cells – cell-based, FluxOR thallium flux, B-score, primary screen (AID 2156); O88943; 20 min; active compounds read low; B-score at 10 µM; actives 1.1% (n = 310,000);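 active means fluorescence ratio B-score at most minus 3 library SDs, with starting brightness B-score within 2 library SDs, cut at about -5.5 in these data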
# Target sequence (O88943 whole entry, looked up): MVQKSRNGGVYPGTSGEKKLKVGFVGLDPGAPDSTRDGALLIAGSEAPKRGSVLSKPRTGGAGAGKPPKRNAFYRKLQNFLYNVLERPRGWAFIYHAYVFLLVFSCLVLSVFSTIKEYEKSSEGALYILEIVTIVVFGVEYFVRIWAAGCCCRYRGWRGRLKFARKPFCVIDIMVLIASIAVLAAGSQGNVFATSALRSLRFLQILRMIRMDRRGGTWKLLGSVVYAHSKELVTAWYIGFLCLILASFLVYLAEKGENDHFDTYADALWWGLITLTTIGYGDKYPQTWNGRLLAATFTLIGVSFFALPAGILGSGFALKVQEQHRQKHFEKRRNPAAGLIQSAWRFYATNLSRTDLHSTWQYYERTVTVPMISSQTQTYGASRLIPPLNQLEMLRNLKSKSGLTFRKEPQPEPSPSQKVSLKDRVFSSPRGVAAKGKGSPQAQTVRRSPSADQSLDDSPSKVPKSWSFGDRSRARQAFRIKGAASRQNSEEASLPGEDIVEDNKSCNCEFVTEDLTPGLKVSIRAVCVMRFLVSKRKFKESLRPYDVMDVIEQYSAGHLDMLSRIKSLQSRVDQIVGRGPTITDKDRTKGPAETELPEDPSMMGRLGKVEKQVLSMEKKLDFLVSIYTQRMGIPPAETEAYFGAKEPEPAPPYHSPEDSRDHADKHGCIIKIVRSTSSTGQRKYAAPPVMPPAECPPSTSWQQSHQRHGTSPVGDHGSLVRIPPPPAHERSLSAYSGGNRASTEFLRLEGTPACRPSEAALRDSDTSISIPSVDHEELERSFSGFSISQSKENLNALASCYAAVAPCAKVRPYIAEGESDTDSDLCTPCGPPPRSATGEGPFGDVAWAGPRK
# * hit, by the source's call; i = inactive.
SMILES,Kir21 block,KCNQ2 inh
O=C(CSc1ccc2nnc(CCNC(=O)c3ccccc3)n2n1)NCCc1ccccc1,-0.81,i
O=C(O)c1ccc(Nc2nc(-c3ccccc3)c3ccccc3n2)cc1,-0.68,i
CN(C)c1ccc(CNC(=O)C2CCN(S(=O)(=O)c3ccc4c(c3)CCCC(=O)N4)CC2)cc1,1.97,i
NS(=O)(=O)c1ccc(N/N=C/C=C/c2ccccc2[N+](=O)[O-])cc1,-0.06,i
O=C(O)c1c2c(nc3ccc(S(=O)(=O)N4CCC(C(=O)NC5CCCC5)CC4)cc13)CCCCC2,-0.1,i
CCN(C(=O)Cc1c(C(=O)O)n(C)c2ccccc12)c1cccc(C)c1,0.23,i
CN(C(=O)COC(=O)CNC(=O)c1sc2ccccc2c1Cl)c1ccccc1,-0.64,i
COC(=O)c1[nH]c2ccc(C)cc2c1NC(=O)Nc1ccccc1OC,0.4,i
O=C(c1ccc2nccnc2c1)N1CCN(Cc2ccc3c(c2)OCO3)CC1,0.46,i
Cc1ccc(S(=O)(=O)c2ccc(Cl)cc2)cc1S(=O)(=O)NC(C)C(=O)O (stereo unspecified),1.2,i
COc1ccc(NC(=O)C2CCCO2)cc1OC (stereo unspecified),2.64,i
CCN(CC)CCN1C(=O)C(=O)/C(=C(/O)c2c(C)[nH]c(C(=O)OC)c2C)C1c1cccs1 (stereo unspecified),0.02,i
Cc1cccc(C)c1N1C(=O)c2ccccc2C1=O,-0.39,i
CCOC(=O)COc1ccc(S(=O)(=O)N2CCc3ccccc3C2)cc1,0.24,i
Nc1c(C(=O)NCc2ccc3c(c2)OCO3)c2nc3ccccc3nc2n1CCCN1CCOCC1,0.35,i
Cc1ccc(-n2cc(CN(C)Cc3ncc[nH]3)c(-c3cccc(C)c3)n2)cc1,-2.32,i
Clc1cnc2nc(SC/C=C/c3ccccc3)[nH]c2c1,-0.18,i
CC(C)Cc1nc(SCC(=O)Nc2nnc(CC(C)C)s2)n[nH]1,-1.64,i
COc1ccc([N+](=O)[O-])cc1NC(=O)COC(=O)c1ccccn1,0.86,i
CC(=O)NC(=S)Nc1ccc([N+](=O)[O-])cc1C,-0.49,i
CCC(=O)NN1CCc2cc3ccc(C)cc3nc21,-0.29,i
COc1ccc(-c2c(N)n[nH]c2C)cc1OC,0.16,i
COc1ccc(C(=O)NC(=O)COC(=O)c2ccc3ncsc3c2)cc1,-0.03,i
CC/C(=C\C1CCCCC1)C(NP(=O)(c1ccccc1)c1ccccc1)c1ccccc1 (stereo unspecified),0.07,i

# Quoted at random: five compounds from above
SMILES,Kir21 block,KCNQ2 inh
CCN(C(=O)Cc1c(C(=O)O)n(C)c2ccccc12)c1cccc(C)c1,0.23,i
CN(C)c1ccc(CNC(=O)C2CCN(S(=O)(=O)c3ccc4c(c3)CCCC(=O)N4)CC2)cc1,1.97,i
COc1ccc([N+](=O)[O-])cc1NC(=O)COC(=O)c1ccccn1,0.86,i
CCOC(=O)COc1ccc(S(=O)(=O)N2CCc3ccccc3C2)cc1,0.24,i
CN(C(=O)COC(=O)CNC(=O)c1sc2ccccc2c1Cl)c1ccccc1,-0.64,i

# Additional entries.
SMILES,Kir21 block,KCNQ2 inh
COc1cc(OC)c(C(=O)NC2CC(C)(C)NC(C)(C)C2)cc1OC,0.95,i
Cc1ccc2cc(CCNC(=O)c3ccco3)c(=O)[nH]c2c1C,0.52,i
CN(C)CCCN(C(=O)c1ccc(S(=O)(=O)N(C)C)cc1)c1nc2cc3c(cc2s1)OCO3,0.47,i
COC(=O)c1ccc(NS(=O)(=O)c2ccc3c(c2)oc(=O)n3C)cc1,0.07,i
CC(C)C(C(=O)O)N1C(=O)/C(=C/C=C/c2ccco2)SC1=S (stereo unspecified),-0.32,i
CC(=O)Oc1ccc(S(=O)(=O)c2ccc(OC(C)=O)cc2)cc1,-0.02,i
CCO/C=C1/C(=O)N(Cc2ccccc2)C(=O)c2ccccc21,-0.12,i
COc1ccc(NC(=O)NCCN2CCN(c3cc(OC)ccc3OC)CC2)cc1,-0.1,i
C[C@H](NC(=O)[C@H]1N2C(=O)c3ccccc3C2SC1(C)C)C(=O)N1CCCCC1 (stereo partly specified),0.44,i
COC(=O)c1ccnc(/C=N/O)c1,0.36,i
COc1ccc2c(C)cc(N3CCCCCC3)nc2c1,-0.88,i
N=c1sccn1CC(=O)Nc1ccc(Cl)cc1[N+](=O)[O-],0.12,i
CCOc1cc(/C=C2\SC(=O)N(c3ccc(O)cc3)C2=O)ccc1O,0.36,i
CN1/C(=C\C(=O)COC(=O)c2ccco2)C(C)(C)c2ccccc21,-0.01,i
CC(C)(C)Nc1nc2nonc2nc1NC(C)(C)C,1.06,i
C=C(C)[C@@H]1CC=C(CN2CCC(CCOC)(C(=O)OCC)CC2)CC1,0.25,i
COc1ccc(/C=N/Nc2ncc(C(F)(F)F)cc2Cl)cc1OC,-0.08,i
COC(=O)c1cc(C(=O)OC)cc(N2C(=O)CC(NNC(=O)c3ccccc3Br)C2=O)c1 (stereo unspecified),-0.2,i
Cc1ccsc1/C=N/n1c(-c2cc(-c3ccccc3)n[nH]2)n[nH]c1=S,-0.37,i
COc1cc(/C=N/NS(=O)(=O)c2ccccc2)c(OC)c(OC)c1,1.68,i
CC(NC(=O)OCc1ccccc1)c1ccccc1 (stereo unspecified),-0.08,i
CCn1cc(C(=O)NCCCN2CCC(C)CC2)c2cc(OC)c(OC)cc2c1=O,0.84,i
Cc1ccc(C(=O)OCC(=O)NC(C)C)cc1S(=O)(=O)N1CCOCC1,-0.99,i
COc1cc(/C=N/NC(=O)C(=O)NCC2CCCO2)ccc1O (stereo unspecified),0.64,i
COC(=O)Nc1ccc(S(=O)(=O)N2CCCC(C(=O)N3CCN(C)CC3)C2)cc1 (stereo unspecified),1.4,i
Nc1ncn(-c2ncc(C(F)(F)F)cc2Cl)n1,0.42,i
Cc1ccc(C(=O)CNc2ccccc2)cc1,-0.07,i
Cc1ccc(N(CC(=O)NCc2ccncc2)S(C)(=O)=O)cc1Cl,-0.19,i
C=CCn1c(SCC(=O)N2CCCC2)nc2scc(-c3cccs3)c2c1=O,-0.15,i
CC(C)(C)c1cc(C(F)(F)F)nc(SCCCNC(=O)c2ccco2)n1,-3.63,i
N#CCCN(C(=S)NC(=O)c1ccco1)c1ccccc1F,1.24,i
c1ccc(-c2nnc(-c3ccco3)n2-c2ccccc2)cc1,-0.4,i
Cc1cccc(Nc2ccc(C(=O)N3CCOCC3)cn2)c1,-1.9,i
Cn1nc(C(F)(F)F)c(-c2ccc(Br)cc2)c1NC(=O)c1cccnc1,-0.46,i
COc1cccc(N=C2CC(C)(C)CC(=O)/C2=C(/O)c2ccccc2)c1,-0.67,i
Cc1nccn1CCCNC(=O)C1CCC(=O)N(Cc2ccccc2F)C1 (stereo unspecified),-0.58,i
COc1ccccc1N1CCN(CCCNC(=O)Cn2ncc3c([nH]c4ccccc43)c2=O)CC1,-0.83,i
COc1cc(NC(=O)COC(=O)C2CC2)c(C)cc1[N+](=O)[O-],1.94,i
CCOC(=O)N1CCC(N2Cc3cccc(C(=O)Nc4ccc(S(=O)(=O)N(CC)CC)cc4)c3C2=O)CC1,0.54,i
Oc1cccc2ccc(/C=C/c3ccc(Br)s3)nc12,0.08,i
O=C(CC1SC(=Nc2ccccc2)N(CCCCO)C1=O)NCc1ccccc1 (stereo unspecified),-0.01,i
CC1(C)Cc2c(sc3nc(-c4ccccc4Cl)n(N)c(=O)c23)CO1,-0.36,i
O=C(N/N=C/c1ccc(OCCCF)cc1)c1cc(OCC(F)(F)F)ccc1OCC(F)(F)F,2.37,i
O=C(NCc1ccc(N2CCCC2=O)cc1)C1CCC(=O)N(Cc2ccccc2F)C1 (stereo unspecified),1.34,i
Cc1c(Cl)cccc1Nc1nc(N)nc(CN2CCc3ccccc3C2)n1,-4.1,i
COc1ccc(S(=O)(=O)N2CCN(c3ccc4nnc(-c5ccc(F)cc5)n4n3)CC2)cc1,0.03,i
Cc1cccc(N=Cc2cc(Br)cc(Cl)c2O)c1,-0.97,i
CCN(CC)S(=O)(=O)c1cccc(C(=O)N2CCCc3ccccc32)c1,-0.2,i
Fc1ccc2nc(Nc3nc4cc5c(cc4s3)OCCO5)sc2c1,0.9,i
CC(C)(C)C(=O)CN1CCN(C2c3ccccc3-c3ccccc32)CC1,2.61,i
Cc1cc(-c2ccccc2)nc(N2CCC(C(=O)NCc3ccccc3Cl)CC2)n1,0.03,i
CCCn1c(N/N=C\C=C\c2ccccc2)nc2c1c(=O)[nH]c(=O)n2C,0.16,i
Cn1c2c(c(=O)n(C)c1=O)CN(CCN1CCNCC1)CN2,0.86,i
Cc1ccc(C)c(NC(=O)NNC(=O)CCc2ccccc2)c1,-0.03,i
COc1ccc(C[C@H]2CN3C(=NC[C@@H]3C)N2CCNC(=O)CCC2CCCCC2)cc1,-1.67,i
COc1ccc(S(=O)(=O)N2CCN=C2SCc2cccc(F)c2)cc1,-2.77,i
Cn1c(SCC(=O)Nc2cccc(S(=O)(=O)N3CCOCC3)c2)nnc1-c1ccncc1,-1.77,i
CCOC(=O)CN(C(=O)CSc1nnc(CNc2ccc(C)cc2C)n1CC)c1ccccc1,-1.47,i
CCOC(=O)CCN(Cc1cccs1)S(=O)(=O)c1ccc(Cl)cc1,-2.39,i
CCS(=O)(=O)CCSc1nc2ccccc2s1,-0.06,i
# Further compounds:
SMILES,Kir21 block,KCNQ2 inh
COc1ccc(Cl)cc1C(=O)OCC(=O)N(C)CC(=O)Nc1ccc(F)cc1,-0.77,i
COc1cc(Cl)cc(/C=C/c2ccc3cccc(O)c3n2)c1OC,0.71,i
O=C(Cc1ccccc1F)Nc1cccc2cccnc12,0.82,i
COc1cc2c(cc1OC)CN(C(=O)CC1CC3CCC1C3)CC2 (stereo unspecified),-0.7,i
COc1ccc(CNC(=O)CSc2nnc(-c3cccnc3)n2N)cc1,0.75,i
C=CCn1c(CCSCc2ccc(OC)c(C)c2)n[nH]c1=S,-0.89,i
CCCc1ncc(C(O)c2cccc(OC)c2OC)n1C (stereo unspecified),1.49,i
O=C(Nc1ccccc1)N1N=CCC1c1ccccc1 (stereo unspecified),0.2,i
CCN(C(=O)c1cn(CC)c(=O)c2cc(OC)c(OC)cc12)c1ccccc1C,0.08,i
O=C(Nc1ccc(-c2nc3ccccc3s2)cc1)C1=COCCO1,-1.21,i
N#Cc1ccc(NC(=O)COC(=O)CCc2nc3ccccc3c(=O)[nH]2)cc1,1.26,i
C=C1C2(C(=O)Nc3nccs3)CCC(C2)C1(C)C (stereo unspecified),0,i
COc1cccc(/C=C(\C(=O)O)c2ccccc2)c1,-1.8,i
Cc1ccc(S(=O)(=O)N2CCCCC2C(=O)Nc2nncs2)cc1 (stereo unspecified),1.27,i
COc1cccc(CNC(=O)COc2cccc(-n3cnnn3)c2)c1,0.25,i
CCCCN1CCc2c(c3ccccc3n2Cc2ccccc2)C1,-4.03,i
CCOc1ccc(N2C(=O)CC(N(CCc3ccc(S(N)(=O)=O)cc3)C(C)=O)C2=O)cc1 (stereo unspecified),-0.72,i
CN(c1ccc(OCC(=O)NC2=NCCS2)cc1)S(=O)(=O)c1ccc(F)cc1,-0.59,i
Cc1nn(C(C)(C)C)c(OC(=O)CC(C)C)c1S(=O)(=O)c1ccccc1,-1.21,i
CCOc1cc(OCC)cc(C(=O)O)c1,0.5,i
CCCN(CCC)CCCNS(=O)(=O)c1cc(Br)cc2c1N(C(C)=O)CC2,-1.52,i
COc1ccc(S(=O)(=O)Oc2ccc(C(=S)N3CCOCC3)cc2OC)cc1,0.07,i
CCC1CCCCN1CCCNC(=O)C1CCCN(c2nn3c(=O)cc(C)nc3s2)C1 (stereo unspecified),-1.47,i
CCCCNC(=O)c1cccc(C(=O)NCCCC)c1,-0.04,i

# In another format: entries from further up.
Structure	Kir21 block	KCNQ2 inh
COc1ccc(S(=O)(=O)N2CCN(c3ccc4nnc(-c5ccc(F)cc5)n4n3)CC2)cc1	0.03	i
Cc1cccc(N=Cc2cc(Br)cc(Cl)c2O)c1	-0.97	i

# Some of these compounds in order of length of the SMILES, ascending:
SMILES,Kir21 block,KCNQ2 inh
CCOc1cc(OCC)cc(C(=O)O)c1,0.5,i
CCCCNC(=O)c1cccc(C(=O)NCCCC)c1,-0.04,i
Cc1ccc(S(=O)(=O)N2CCCCC2C(=O)Nc2nncs2)cc1 (stereo unspecified),1.27,i
CCC1CCCCN1CCCNC(=O)C1CCCN(c2nn3c(=O)cc(C)nc3s2)C1 (stereo unspecified),-1.47,i

# Next section
SMILES,Kir21 block,KCNQ2 inh
CC(C)c1ccc(Nc2nc(Cl)nc(NCc3ccco3)n2)cc1,1.19,i
CSc1ccccc1OCc1cc(C(=O)NC2CCOC(C)(C)C2)no1 (stereo unspecified),0.01,i
N#Cc1cc2c(nc1SCC(=O)Nc1sc3c(c1C#N)CCC3)CCCC2,0.87,i
O=C1CN(C(=O)COc2ccc(F)cc2Br)c2ccccc2N1,-1.53,i
Cc1cccc2cc(CN(Cc3ccc(F)cc3)C(=O)N3CCOCC3)c3nnnn3c12,-0.73,i
O=C(CSc1ncn[nH]1)NC12CC3CC(CC(C3)C1)C2,0.26,i
COc1ccc(CNC(=O)CN(C(=O)c2csnn2)c2ccc3c(c2)OCCO3)cc1,-0.2,i
Cc1ccc(Nc2nnc(SCC(=O)Nc3cccc(S(=O)(=O)N4CCCCC4)c3)s2)cc1,0.15,i
C/C(=N\NC(=O)Cc1cccn1C)c1ccco1,0.14,i
COc1ccc(C(C)=O)cc1COC(=O)c1ccc(S(=O)(=O)N(C)C)cc1,-0.64,i
CSc1ccc(-c2c(C#N)c(N)nc3c2CCCC3)cc1,-0.32,i
COc1ccc(CCNC(=S)N2CCN(S(=O)(=O)c3cccc(F)c3)CC2)cc1,-1.57,i
Cc1cccc(NC(=O)C2CCCN(S(=O)(=O)c3cccc4cccnc34)C2)c1 (stereo unspecified),1.41,i

# Exported as tab-separated lines: 2 of the compounds above
SMILES	Kir21 block	KCNQ2 inh
CSc1ccccc1OCc1cc(C(=O)NC2CCOC(C)(C)C2)no1 (stereo unspecified)	0.01	i
N#Cc1cc2c(nc1SCC(=O)Nc1sc3c(c1C#N)CCC3)CCCC2	0.87	i

# An unsorted share of the library; 1.9% or so of the library scored in one or more.
